# Screens deposited in PubChem by National Center for Advancing Translational Sciences (NCATS).
# TbPYK inhibitor = qHTS of Trypanosoma Brucei Inhibitors; TbPYK enzyme, Kinase-Glo Plus ATP luminescence, 45 min; Potency, µM (doses to about 76.8 µM), inactives show at the highest dose activity, negative = inhibition, usual class: inhibitors; pyruvate kinase (Trypanosoma brucei), Q57TT1; 410,000 compounds, 0.12% hits; note: nearly all actives have a fitted effect of over 50% in size
#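 ADP (130 uM final) triggers the TbPYK reaction after compound addition; incubation is 45 min at room temperature. Kinase-Glo Plus is then added and luminescence imaged. Normalized data are fitted to concentration-effect curves.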
# Sm TGR inh = qHTS Assay for the Inhibitors of Schistosoma Mansoni Peroxiredoxins; 360,000 compounds, 3% hits; Potency, µM (series often up to 114 µM), for inactives: top-dose activity change, negative = inhibition, most hits filed as inhibitors; purified TGR, DTNB reduction, TNB absorbance 405 nm; Schistosoma mansoni thioredoxin glutathione reductase (TGR), Q962Y6; AID 485364, 2010; note: nearly all actives have a fitted effect of over 60% in size
#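 Kinetic colorimetric format: TGR-catalysed, NADPH-driven DTNB reduction monitored via TNB absorbance. Enzyme dispensed at 20 nM; compound exposure 15 min at room temperature before reaction start.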
# LmPK inhibitor = qHTS Assay for Inhibitors of Leishmania Mexicana Pyruvate Kinase (LmPK); Potency, µM (doses to about 57.5 µM), for the others: at the top dose activity change, negative = inhibition, hits mostly inhibitors; AID 1721, 2009; Q27686; purified LmPK, Kinase-Glo ATP luminescence, 1 h; 290,000 compounds, 0.37% hits
# Target sequence (Q27686 whole entry, looked up): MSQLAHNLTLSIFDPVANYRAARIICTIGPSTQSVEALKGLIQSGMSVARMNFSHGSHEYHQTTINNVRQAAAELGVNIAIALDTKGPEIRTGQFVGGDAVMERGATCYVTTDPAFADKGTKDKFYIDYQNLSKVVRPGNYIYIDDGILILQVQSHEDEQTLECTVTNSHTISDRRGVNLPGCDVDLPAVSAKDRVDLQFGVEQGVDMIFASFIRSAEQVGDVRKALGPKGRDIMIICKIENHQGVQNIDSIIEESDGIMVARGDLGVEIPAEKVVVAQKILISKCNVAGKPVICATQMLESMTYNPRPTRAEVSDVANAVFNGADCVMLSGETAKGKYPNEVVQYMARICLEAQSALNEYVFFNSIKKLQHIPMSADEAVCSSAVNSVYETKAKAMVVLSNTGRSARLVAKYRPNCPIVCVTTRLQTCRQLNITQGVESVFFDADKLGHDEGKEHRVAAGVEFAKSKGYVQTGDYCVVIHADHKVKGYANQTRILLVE
#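 ATP generated from ADP (0.1 mM) and PEP (0.5 mM) by 0.1 nM LmPK over 1 h at room temperature (pH 7.2 imidazole buffer) was detected by coupled luciferase luminescence. Values were normalized to uninhibited and no-enzyme wells.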
# HCV inh = qHTS Assay for Inhibitors of Hepatitis C Virus (HCV); Huh7.5.1 HCVcc-Cre infection, luciferase reporter, 44 h; Potency, µM (doses to about 41.8 µM), for inactives: at the top dose activity change, negative = inhibition, hits mostly inhibitors; 340,000 compounds, 3.4% hits; AID 651820, 2012
#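 A cell-based infection assay in which seeded cells (1,000 per well) receive test compound after 4 h, are inoculated with HCVcc-Cre at approximately 0.5 moi, and are incubated 44 h before luminescence detection.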
# Pf growth 96h = Primary qHTS for delayed death inhibitors of the malarial parasite plastid, 96 hour incubation; P. falciparum luciferase reporter growth, 96 h; Potency, µM (highest dose often 28.7 µM), for the others: top-dose activity change, negative = inhibition, usual class: inhibitors; 320,000 compounds, 6.9% hits; AID 504834, 2011
#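 Luminescence readout: decreased luciferase signal marks inhibited growth of reporter-expressing P. falciparum in infected red cells (2% hematocrit, 0.05% parasitemia final), exposed to compound two generations (96 h, 37 C, 5% CO2).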
# Pf growth 48h = Primary qHTS for delayed death inhibitors of the malarial parasite plastid, 48 hour incubation; AID 504832, 2011; P. falciparum luciferase growth in erythrocytes, 48 h; 310,000 compounds, 5.9% hits; Potency, µM (highest dose often 28.7 µM), for the others: at the top dose activity change, negative = inhibition, most hits filed as inhibitors
#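 Luciferase-expressing parasites in RBCs, 2% Hct / 0.1% parasitemia final; RPMI 1640 + 0.5% Albumax; 37 C, 5% CO2, one generation; luminescence read-out, lower signal = inhibition.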
# Starred values were filed as active, the others as inactive; ? = inconclusive; . = no result given; [ ] = another dose, or the depositor's remark. Calls come from the whole dose curve; as a rule, active = well fitted curve in the direction sought with a large enough effect; inconclusive = small, poorly fitted or top-dose-only effect, or another doubt; inactive = no such curve, though single readings can be large; an effect the other way counts as inactive or inconclusive. % is set by controls: 0 for no effect and ±100 for the full control effect; potency is the fitted concentration of half-maximal effect.
SMILES,TbPYK inhibitor,Sm TGR inh,LmPK inhibitor,HCV inh,Pf growth 96h,Pf growth 48h
C=CCN(C(=O)Nc1ccccc1)C1CC(=O)N(c2ccc(OC)cc2)C1=O (stereo not given),0%,-26%,0%,18%,12µM*,5%
O=C(CCC(=O)c1ccc(Oc2ccccc2)cc1)Nc1cccc(Cl)c1,2%,-3%,-1%,1%,5.9µM*,10%
N=C1/C(=C/c2ccc(-c3cccc(C(=O)O)c3)o2)C(=O)N=C2SC(CC(=O)N3CCOCC3)=NN12,-10%,-1%,7%,11%,51%,48%[activator]
CC1CC(C(F)(F)F)n2ncnc2N1 (stereo not given),-2%,7%,2%,12%,.,2%
Cc1ccc(NC(=O)c2ccc(Cl)c(S(=O)(=O)Nc3c(C)n(C)n(-c4ccccc4)c3=O)c2)cc1Cl,-1%,-1%,.,?,?,?
O=C(Nc1ccccc1)C1CC(=O)N(Cc2ccccc2)C1 (stereo not given),-2%,-1%,-2%,0%,49%[activator],11%
CC(C)(C)c1ccc(OC(=O)Nc2ccc(O)c(C(=O)O)c2)cc1,-6%,-23%,6%,14%,97%[activator],10%
Cc1c(Cl)cnc(NC(=O)COC(=O)c2ccc([N+](=O)[O-])s2)c1Cl,-11%,?,3%,?,33%[activator],2%
CCC(C)NC(=O)CCc1c(C)nc2c(c(C)nn2-c2ccccc2)c1C (stereo not given),2%,-2%,2%,-26%,-16%,?
O=C(NC1CCCCC1)C1CCC(=O)N(Cc2cccc(C(F)(F)F)c2)C1 (stereo not given),2%,6%,-10%,-14%,19%,?
Cc1ccc(N(CC(O)CON=C2c3ccccc3-c3ccccc32)S(C)(=O)=O)cc1 (stereo not given),-7%,0%,-1%,?,?,?
Cc1csc(=O)n1CCC(=O)OCC(=O)c1ccc(Br)cc1,-1%,-30%,.,36%[activator],35%[activator],12%
CC(=O)N1CCN(C23CC4CC(CC(C4)C2)C3)CC1,1%,6%,-2%,9%,25%,-22%
Cc1ccnc(NC(=O)CCC(=O)N(CC(=O)NC2CCCCC2)Cc2cccs2)c1,3%,-7%,-2%,12%,?,?
COc1ccc(C)cc1NCc1cccc(OC)c1OC,7%,-8%,-3%,-10%,?,?
O=C(CN1C(=O)CSc2ccc(S(=O)(=O)N3CCOCC3)cc21)N1CCCCC1,-1%,1%,2%,12%,-9%,-23%
CCOC(=O)C(NC(=O)c1ccccc1)(N1CCOCC1)C(F)(F)F (stereo not given),-4%,-18%,-4%,7%,11%,22%
CC(=O)c1ccc(NC(=O)c2ccc(-n3cncn3)c([N+](=O)[O-])c2)cc1,3%,5%,-1%,-4%,?,?
COc1ccc2cc(C3(C)NC(=O)NC3=O)ccc2c1 (stereo not given),1%,-1%,-5%,13%,?,-1%
Cc1ccc(C(=O)N2CCN(c3ncnc4c(-c5ccccc5)nsc34)CC2)cc1,.,.,0%,.,1.5µM*,21%
CC(C)CC(=O)Nc1cc(NC(=O)CC(C)C)cc(C(=O)NC(C)(C)C)c1,4%,3%,1%,-4%,-7%,.
O=C(Cc1ccccc1)Nc1ccccc1C(=O)NCC1CCCO1 (stereo not given),-2%,6%,-6%,19%,13µM*,-8%
CCCCn1c(N)c(N(CCC(C)C)C(=O)c2ccc(COc3ccccc3)o2)c(=O)[nH]c1=O,-4%,-6%,.,-11%,-5%,?
COc1cc(CCC(=O)Nc2nnc(-c3cccnc3)s2)cc(OC)c1OC,-13%,1%,0%,7%,?,-26%
Cc1ccsc1C(=O)Nc1cccc(-n2cnnn2)c1,-9%,7%,4%,5%,26%,20%
# More results.
SMILES,TbPYK inhibitor,Sm TGR inh,LmPK inhibitor,HCV inh,Pf growth 96h,Pf growth 48h
O=C(CC(C(=O)O)P(=O)(c1ccccc1)c1ccccc1)c1ccccc1 (stereo not given),-7%,-32%,6%,-3%,-5%,25%
COc1ccc(NC(=O)c2cc(C)no2)cc1,-6%,10%,-2%,7%,15%,-17%
Cc1ccccc1C(=O)Nc1ccnn1C1CCN(C2CCSCC2)CC1,-9%,-8%,-7%,-17%,25%,-9%
CCCn1c(SCC(=O)c2c(N)n(C3CC3)c(=O)[nH]c2=O)nnc1-c1ccncc1,-3%,-22%,.,15%,?,?
CC(C)(C)OC(=O)NCCCCCc1nnc(SCc2c(F)cccc2Cl)o1,-21%,4%,-1%,?,-16%,?
CCOC(=O)c1ccc(NS(=O)(=O)c2cc3c(cc2C)NC(=O)CO3)cc1,-25%,?,5%,7%,?,6%
O=C(COC(=O)c1ccco1)NCc1ccc(F)cc1,-3%,.,2%,17%,-7%,5%
Cc1c(Cl)c(C(=O)N2CCCc3ccccc32)nn1C,-4%,6%,-2%,6%,-1%,?
N/C(=N\NC(=O)c1ccc(F)cc1)c1cc2ccccc2oc1=O,1%,-3%,-6%,8%,15%,26%
COc1ccc(N2CCN(C(=O)c3oc4ccccc4c3NC(=O)Cc3ccc(OC)c(OC)c3)CC2)cc1,-3%,1%,9%,?,38%[activator],?
CC(C)Cn1c(N)c(C(=O)COC(=O)C2CC(=O)N(Cc3ccccc3Cl)C2)c(=O)n(C)c1=O (stereo not given),-7%,0%,-6%,?,0%,-14%
CC1=C(C(=O)Nc2cccnc2)C(c2cccnc2)n2nc(-c3cccs3)nc2N1 (stereo not given),-1%,-31%,-2%,-7%,9.3µM*,0%
Cc1ccc(CNC(=O)CCc2nnc3ccc(NCCCN4CCCC4=O)nn23)cc1,-8%,-4%,0%,1%,?,?
Cc1ccc(C(=O)N2N=C(c3ccccc3)CC2(O)C(F)(F)F)o1 (stereo not given),-7%,-6%,1%,-8%,29%,?
O=C(Nn1c(-c2ccc(Br)cc2)nc2ccccc2c1=O)c1ccncc1,-13%,9%,4%[11.5 µM],4%,28%,12%
CCOc1ccc(NC(=O)CN(C)C(=O)CCCOc2ccc(Cl)c(C)c2)cc1OCC,1%,-18%,-6%,?,?,-18%
C=CCOc1ccc(C(c2c(C(=O)O)[nH]c3ccccc23)c2c(C(=O)O)[nH]c3ccccc23)cc1,-2%,-5%,3%,12%,-4%,-9%
Cc1cc(C)c(S(=O)(=O)N2CCCC2CNC(=O)c2ccc3c(c2)OCO3)c(C)c1 (stereo not given),-4%,-1%,.,?,12µM*,?
Cc1ccc(Cn2c(O)c(N=NC(=S)Nc3ccccc3F)c3ccccc32)cc1,-3%,1%,5%,?,12%,?
CN1C(=O)N(C)C(=O)C(CCc2ccccn2)(CCc2ccccn2)C1=O,-3%,1%,-1%,4%,.,-12%
CCc1ccc[n+](-c2[nH]c(=O)sc2/C=N/N=C(\[O-])c2cccnc2)c1,1%,-1%,5%,25%,-25%,0%
Cc1ccc(S(=O)(=O)N2c3cc(C)ccc3OCC2C(C)(C)C)cc1 (stereo not given),-18%,6%,-1%,?,?,13µM*
CCOC(=O)c1sc(NC(C)=O)nc1-c1ccccc1,-2%,-16%,2%,?,130%[activator],-1%
O=C(COc1ccccc1)NCC(c1ccco1)N1CCCCC1 (stereo not given),-3%,-16%,.,?,?,?
CCN(CC(=O)Nc1c(F)cccc1F)C(=O)CCSc1ccc(C)cc1,-2%,6%,.,5%,-2%,?
# The results go on:
SMILES,TbPYK inhibitor,Sm TGR inh,LmPK inhibitor,HCV inh,Pf growth 96h,Pf growth 48h
CS(=O)(=O)Nc1cccc(C2=NN(C(=O)CCCC(=O)O)C(c3cccs3)C2)c1 (stereo not given),2%,-2%,0%,16%,20%,-28%[0.00184 µM]
O=C(Nc1cccnc1)c1ccc(F)c(S(=O)(=O)N2CCOCC2)c1,-6%,1%,2%,22%,14%,2%
COc1ccc(Cl)cc1NC(=O)CCS(=O)(=O)c1cc2c(cc1C)NC(=O)CO2,0%,4%,3%,5%,?,13%
C/C(=N\OC(=O)c1cccc(Cl)c1)c1sc(C)nc1C,-25%,-3%,6%,6%,46%[activator],.
CCOC(=O)c1nnc(-c2ccc(C)cc2)nc1Oc1ccc(Cl)cc1Cl,4%,-29%,0%,5%,59%[activator],26%
CC(C)C[C@@H]1NC(=O)N(CCN2CCOCC2)C1=O,-3%,0%,4%,10%,16%,15%
O=C(Nc1ccccc1C(F)(F)F)C(O)(c1ccccc1)C1CCCCC1 (stereo not given),3%,4µM*,.,10%,2%,?
C(#Cc1ccccc1)CN1CCOCC1,-1%,-1%,-2%,19%,26%,28%
CC(=O)Nc1ccc2c(c1)c1ccccc1n2C(C)=O,2%,8%,3%,?,89%[activator],67%[activator]
CCOC(=O)c1cnn(-c2nc(C)nc3sc4c(c23)CCC4)c1N,.,0%,13%,.,-23%,14%
COc1cc(OC)cc(C(=O)Nc2ncn[nH]2)c1,-5%,6%,.,-10%,?,27%
CC(C)Oc1ccc(C2C(C#N)=C(N)Oc3c2oc(CO)cc3=O)cc1 (stereo not given),-2%,-8%,-9%,30%,?,-17%
COc1cccc2cc(C(=O)Nc3ccccc3C)/c(=N/O)oc12,-4%,3%,-2%,9%,130%[activator],6%
CNC(=O)CN(c1cccc2ccccc12)S(C)(=O)=O,-2%,-1%,2%,-3%,9%,3%
CC(NC(=O)Cn1ccsc1=N)C12CC3CC(CC(C3)C1)C2 (stereo not given),-8%,0%,-4%,-16%,?,?
COc1cccc(C(NC(C)=O)c2ccc3cccnc3c2O)c1 (stereo not given),?,-4%,-5%,4.5µM*,30%[activator],?
CCc1ccc(-c2cc(C)no2)cc1S(=O)(=O)NCc1ccc(OC)c(OC)c1,-4%,-7%,-10%,?,-6%,2%
O=C1NC(=O)C2(COC(c3ccccc3Cl)OC2)S1 (stereo not given),4%,-7%,3%,11%,-29%,0%
CC(NC(=O)c1ccco1)C(=O)N1CCN(c2cccc(Cl)c2)CC1 (stereo not given),3%,0%,.,-4%,14%,11%
COc1cc(-c2nc3ccccn3c2NCC2CCCO2)ccc1O (stereo not given),2%,-29%,-5%,-15%,43%[activator],6%
Cc1ccc(S(=O)(=O)N2CCN(C(=O)CSc3nnnn3C)C2)cc1,-3%,3%,-3%,28%,.,14%

# A draw from above in order of length of the SMILES, lowest first:
SMILES,TbPYK inhibitor,Sm TGR inh,LmPK inhibitor,HCV inh,Pf growth 96h,Pf growth 48h
C(#Cc1ccccc1)CN1CCOCC1,-1%,-1%,-2%,19%,26%,28%
COc1cc(OC)cc(C(=O)Nc2ncn[nH]2)c1,-5%,6%,.,-10%,?,27%
O=C1NC(=O)C2(COC(c3ccccc3Cl)OC2)S1 (stereo not given),4%,-7%,3%,11%,-29%,0%
CNC(=O)CN(c1cccc2ccccc12)S(C)(=O)=O,-2%,-1%,2%,-3%,9%,3%
COc1cc(-c2nc3ccccn3c2NCC2CCCO2)ccc1O (stereo not given),2%,-29%,-5%,-15%,43%[activator],6%
COc1cccc(C(NC(C)=O)c2ccc3cccnc3c2O)c1 (stereo not given),?,-4%,-5%,4.5µM*,30%[activator],?
CC(NC(=O)Cn1ccsc1=N)C12CC3CC(CC(C3)C1)C2 (stereo not given),-8%,0%,-4%,-16%,?,?
O=C(Nc1cccnc1)c1ccc(F)c(S(=O)(=O)N2CCOCC2)c1,-6%,1%,2%,22%,14%,2%
CCOC(=O)c1nnc(-c2ccc(C)cc2)nc1Oc1ccc(Cl)cc1Cl,4%,-29%,0%,5%,59%[activator],26%
CCc1ccc(-c2cc(C)no2)cc1S(=O)(=O)NCc1ccc(OC)c(OC)c1,-4%,-7%,-10%,?,-6%,2%
